# Screens deposited in PubChem BioAssay by Broad Institute.
# Cneo AK release – causes C. neoformans cell lysis. adenylate kinase release luminescence, 4 h; normalised: neutral wells 0, clomiphene wells 100. hit rate 0.2% among 360,000. lysis activity, % at 15 µM. AID 651654;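 active = mean lysis activity across replicates of at least 80%, whatever share of replicates individually reach that level; inactive = mean lysis activity below 80%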
#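 Material: C. neoformans cells; Schedule: 4 h static compound exposure, 37 °C, read 1 h post-reagent; Measured by: adenylate kinase release luminescence; Read-out: signal increase indicating cell lysis; Controls: Clomiphene as positive lysis control.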
# C2C12 statin – suppressors of simvastatin-induced myotoxicity in C2C12 myotubes. ATP luminescence, 48 h; scaled: DMSO 0, geranylgeraniol control 100. rescue of ATP level, % at 7.49 µM. hit rate 0.78% among 330,000. AID 602340;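 active = mean ATP rescue above about 67%, or every replicate alone reaching that limit, limit read from the data, passing the limit was not always enough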;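 note: myotubes were challenged with 10 µM simvastatin during compound exposure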
# S100A4 inh HTS – blocks human S100A4 binding to myosin IIA peptide. S100A4/TAMRA-MyoIIA peptide fluorescence polarization. inhibition, % at 10.7 µM. hit rate 0.14% among 360,000;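 active = mean inhibition of at least 70% across replicates, with every replicate also reaching that level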
# Target sequence (P26447 whole entry, looked up): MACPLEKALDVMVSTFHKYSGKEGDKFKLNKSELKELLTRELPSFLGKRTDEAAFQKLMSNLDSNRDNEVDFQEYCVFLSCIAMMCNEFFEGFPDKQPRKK
#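 Test system – S100A4 monomer (human) · Compound – single-point compound testing · Schedule – 5 min incubation before reading · Probe or stimulus – TAMRA-labelled myosin IIA heavy-chain peptide probe, 5 nM · Benchmarks – neutral control DMSO, positive control TFP · Medium – Calcium-containing HEPES buffer, pH 7.2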
# PGC1a acetyl inh – lowers PGC1a acetylation signal in U2OS cells. AlphaScreen anti-acetyl-lysine; with virally co-expressed GCN5 acetyltransferase. inhibition, % at 15.6 µM. hit rate 0.17% among 350,000. AID 651687;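 active = every replicate shows inhibition of at least 40%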;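 note: 0% = neutral control wells and 100% = positive control wells; some results beyond the cut were filed as inactive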
# Xi reactivation – activators of X-chromosome reactivation in mouse fibroblasts. XiGFP mouse fibroblasts, % GFP-positive cells imaging, 3 d; cells co-treated with 5-aza-dC sensitizer; scaled so ellipticine positive control = 100%. activation, % at 7.58 µM. hit rate 0.055% among 360,000. AID 743238;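 active = mean normalized replicate activation at least 10% and every replicate at or above 10%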;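 note: 0% = median of on-plate neutral control wells and 100% = ellipticine 6 µM median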
#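 Material: XiGFP fibroblasts, SV40-immortalized. Buffer or medium: DMEM plus 5-aza-dC sensitizer. Compound: single concentration per compound, delivered by pin transfer. Times: 3 days compound exposure. Controls: ellipticine 6 µM.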
# LGR2 inh – blocks bursicon-induced cAMP signaling via Drosophila LGR2; HEK293 LGR2, CRE-luciferase, bursicon-stimulated, 4 h; hit rate 0.35% among 380,000; inhibition, % at 9.99 µM; AID 720647;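 active = drop in luminescence signal, shown as inhibition above about 50% in the replicate tests, limit read from the data, passing the limit was not always enough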;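 note: agonist challenge used bursicon conditioned medium at about half maximal strength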
# ERAP1 inh – ERAP1 (human) enzyme inhibition. hit rate 0.15% among 340,000. AID 652197. recombinant ERAP1, Leu-AMC fluorescence, 60 min. Q9NZ08. inhibition, % at 10.7 µM;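 active = mean replicate inhibition of at least 30%, or all replicates individually reaching that 30% level; inactive = mean below 30% and not every replicate reaching it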;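 note: 0% = neutral control wells and 100% = L-leucinethiol positive control wells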
# Target sequence (Q9NZ08 whole entry, looked up): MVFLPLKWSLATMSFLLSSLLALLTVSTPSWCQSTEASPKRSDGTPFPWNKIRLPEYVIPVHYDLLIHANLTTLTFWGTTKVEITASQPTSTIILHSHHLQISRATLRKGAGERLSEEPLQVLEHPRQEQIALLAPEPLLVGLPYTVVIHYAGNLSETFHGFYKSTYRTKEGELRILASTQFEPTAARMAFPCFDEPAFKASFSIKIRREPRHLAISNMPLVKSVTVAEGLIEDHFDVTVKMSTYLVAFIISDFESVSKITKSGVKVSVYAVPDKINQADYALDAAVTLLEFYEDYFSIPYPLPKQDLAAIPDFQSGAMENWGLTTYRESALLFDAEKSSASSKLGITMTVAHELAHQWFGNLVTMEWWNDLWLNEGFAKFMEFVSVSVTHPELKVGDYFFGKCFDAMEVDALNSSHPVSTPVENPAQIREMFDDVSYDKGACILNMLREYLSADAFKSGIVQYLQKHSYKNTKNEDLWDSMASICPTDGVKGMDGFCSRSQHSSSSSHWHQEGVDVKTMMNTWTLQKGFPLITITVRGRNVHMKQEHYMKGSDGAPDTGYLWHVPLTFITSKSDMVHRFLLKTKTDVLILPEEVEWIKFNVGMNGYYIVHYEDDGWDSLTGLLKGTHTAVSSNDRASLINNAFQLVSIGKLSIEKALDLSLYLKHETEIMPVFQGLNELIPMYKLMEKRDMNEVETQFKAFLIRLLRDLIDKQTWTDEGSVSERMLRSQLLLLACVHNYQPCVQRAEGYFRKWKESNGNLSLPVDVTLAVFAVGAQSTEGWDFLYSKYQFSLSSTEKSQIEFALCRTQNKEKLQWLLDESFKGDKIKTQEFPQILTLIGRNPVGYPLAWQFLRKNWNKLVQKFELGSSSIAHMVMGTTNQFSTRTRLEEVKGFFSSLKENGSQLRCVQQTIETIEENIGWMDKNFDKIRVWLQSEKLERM
# SIRT5 block – inhibitors of human sirtuin-5 desuccinylase. Purified SirT5, succinyl-peptide AMC, trypsin-coupled fluorescence. inhibition, % at 15 µM. hit rate 1.1% among 330,000. Q9NXA8; in the data active = inhibition above about 15%
# Numbers without * were called inactive; nt = not tested or not shown; & = joins results of further samples.
smiles,Cneo AK release,C2C12 statin,PGC1a acetyl inh,Xi reactivation,SIRT5 block,S100A4 inh HTS,LGR2 inh,ERAP1 inh
COc1cc(NC(=O)C2CSC3(C)CCC(=O)N23)c(OC)cc1Cl (stereo not drawn),nt,nt,nt,0.0,1,0,-15,5
COc1ccc(NC(=O)N(C)C[C@@H]2OCCCC[C@@H](C)Oc3ccc(NC(=O)NC4CCCCC4)cc3C(=O)N([C@@H](C)CO)C[C@H]2C)cc1,-4,nt,-35,-0.1,5,-6,17,-1
O=C(NCCc1ccc(O)cc1)c1[nH]c(C(F)(F)F)nc1-c1ccccc1,3,3,6,0.0,-2,-2,4,nt
CC(C)NC(=O)N(C)C[C@H]1Oc2ccc(NC(=O)Nc3ccc(C(F)(F)F)cc3)cc2CC(=O)N([C@H](C)CO)C[C@@H]1C,4,-30,1,7.1,-2,0,-4,6
COc1cc2c(cc1OC)CN(C(=O)C1CCCN1S(=O)(=O)c1ccc(C)cc1)CC2 (stereo not drawn),-2,1,nt,0.6,nt,-12,-7,nt
COc1ccc(CN(CC(=O)NC2CCCC2)C(=O)c2onc(C(N)=O)c2N)cc1,0,14,8,nt,-1,-2,4,0
CCOc1ccccc1C(=O)NCC(=O)NNC(=O)c1cccc(S(=O)(=O)Nc2ccc(OC)cc2)c1,nt,nt,nt,0.0,-8,-4,3,-2
COc1cccc2c1oc1c(SCc3nc4ccccc4[nH]3)nc(C)nc12,3,-2,-2,0.0,nt,-1,-45,nt
COc1ccc(C(=O)Nc2cnn(Cc3ccc(Cl)cc3)c2)cc1OC,-4,nt,-6,0.0,nt,nt,-7,nt
CC(=O)c1c(C)[nH]c(C(=O)Nc2cccc(C(F)(F)F)c2)c1C,0,-46,-26,0.0,0,-12,-24,-4
O=C1OCc2ccc(NS(=O)(=O)c3ccc(C(F)(F)F)cc3)cc21,2,nt,11,0.0,-3,-6,14,0
COc1cc(OC)c(C(=O)OCC(=O)NCCc2ccccc2)cc1OC,0,4,nt,9.8,-1,2,8,-2
Cc1nn(CC(=O)N2CCc3ccccc3C2)c(C)c1Cl,14,33,-33,1.0,-2,-4,14,0
Cc1ccc2cccc(Oc3ncnc4scc(-c5ccc(Cl)cc5)c34)c2n1,nt,nt,nt,0.0,-2,-14,7,0
CCCn1c(SCC(=O)Nc2ccc(Cl)cc2F)nc(O)cc1=O,0,-7,7,0.3,-4,-6,3,3
CN1C(=O)C(C)(C)c2cc(S(=O)(=O)N3CCCC3C(=O)NCc3ccc(F)cc3)ccc21 (stereo not drawn),-1,nt,-2,0.0,nt,-1,-9,5
Cc1[nH]c2ccccc2c1C(c1ccccn1)N1CCCC1 (stereo not drawn),nt,nt,16,0.1,1,-4,0,3
C/C(=N\NC(=O)c1nn(C)c(C)c1Br)c1ccc(NC(=O)c2ccc(C)s2)cc1,nt,nt,nt,0.3,-1,-1,-75,0
CCC(=O)Nc1ccc2c(c1)OC[C@H](C)N(C(=O)C1CC1)C[C@@H](C)[C@@H](OC)CN(C)C2=O,0,-19,5,-0.4,-6,nt,8,nt
CC(C)NC(=O)Nc1ccc2c(c1)C(=O)N([C@H](C)CO)C[C@H](C)[C@@H](CN(C)S(C)(=O)=O)O2,-3&2,-3&-4,0&9,-1.0&0.1,2,-4&-1,-1&-10,-1&-2
O=C(Nc1ccc(O)c2c(=O)cc(-c3ccccc3Cl)oc12)c1ccc(Cl)cc1Cl,2,-20,nt,-0.2,-2,-2,-7,-2
O=C(CCN1CCCCC1)NCC[C@@H]1CC[C@H](NS(=O)(=O)c2cccc(Cl)c2)[C@H](CO)O1,-5,-3,0,0.1,-1,13,16,-1
O=[N+]([O-])c1cc(S(=O)(=O)O)cc([N+](=O)[O-])c1NN(c1ccccc1)c1ccccc1,3,-5,nt,0.3,4,-3,-7,5
CC(=O)N(Cc1ccccc1)c1nc(-c2ccccc2)cs1,nt,nt,nt,-0.9,-1,-2,3,-2
Cc1cnc(CNC(=O)c2csc([C@@H]3C[C@H](O)[C@@H](CO)O3)n2)cn1,-4,-2,1,-0.1,-1,37,3,5
O=C(O)C1=C[C@H](c2ccc(Br)cc2)C[C@H](OCCCCO)O1,-37&-5,13,-2,-0.1,2&0,-15&5,-2,0&-8
CN(C)Cc1nc2ccccc2c(=O)n1Cc1nc(C(C)(C)C)cs1,2,nt,-6,nt,-1,-5,16,7
COc1ccc([N+](=O)[O-])cc1NC(=O)/C=C/C(=O)O,9,nt,0,0.7,0,0,17,0
COc1cc2oc(=O)cc(-c3cccc(-c4ccc(C(F)(F)F)cc4)c3)c2c(OC)c1OC,0,4,nt,0.1,1,-1,-11,nt
COc1ccc(N2CCN(C(=O)c3cccs3)CC2)cc1,0,0,-22,0.2,0,-11,-4,-1

# Three compounds picked at random from the list so far:
smiles,Cneo AK release,C2C12 statin,PGC1a acetyl inh,Xi reactivation,SIRT5 block,S100A4 inh HTS,LGR2 inh,ERAP1 inh
CC(=O)N(Cc1ccccc1)c1nc(-c2ccccc2)cs1,nt,nt,nt,-0.9,-1,-2,3,-2
COc1ccc(N2CCN(C(=O)c3cccs3)CC2)cc1,0,0,-22,0.2,0,-11,-4,-1
O=C(Nc1ccc(O)c2c(=O)cc(-c3ccccc3Cl)oc12)c1ccc(Cl)cc1Cl,2,-20,nt,-0.2,-2,-2,-7,-2

# Following part.
smiles,Cneo AK release,C2C12 statin,PGC1a acetyl inh,Xi reactivation,SIRT5 block,S100A4 inh HTS,LGR2 inh,ERAP1 inh
COc1ccc(CNC(=O)C2CCCN(S(=O)(=O)c3cnc[nH]3)C2)cc1 (stereo not drawn),2,1,-16,0.0,nt,-5,-6,nt
Cc1ccc(S(=O)(=O)N2CCN(c3ccnc4cc(Cl)ccc34)CC2)cc1C,nt,24,-20,0.0,2,-2,-2,13
CC=Cc1ccc2n(c1=O)C[C@@H]1[C@@H](CO)[C@H](C(=O)NCC(F)(F)F)[C@H]2N1C(=O)C1CCCCC1 (mixture of isomers),-2,1,3,-0.1,-16,13,-6,-4
CC1(C)CC2CC(C)(CN2C(=S)NC(=O)c2ccccc2Cl)C1 (stereo not drawn),3,2,-3,0.1,-2,-2,8,-1
Cc1ccc(-n2ncc3c(N4CCCC(C)C4)ncnc32)c(C)c1 (stereo not drawn),-4,-18,3,0.0,-1,-2,-71,3
CCc1nnc(NC(=O)C2CCCN(S(=O)(=O)c3ccccc3)C2)s1 (stereo not drawn),1,-8,-14,nt,0,-2,-3,-1
O=C(NC[C@@H]1CC[C@@H]2[C@@H](CN2C(=O)Cc2ccncc2)O1)C1CCOCC1,nt,nt,-2,nt,-7,0,nt,-1
CC(=O)N[C@@H]1CC[C@@H](CCNC(=O)C2CCCCC2)O[C@H]1CO,nt,nt,0,-0.7,2,-2,-11,1
COc1ccc(NC(=O)N2CCCC2C(=O)NCc2ccccc2Cl)cc1 (stereo not drawn),-2,2,-1,0.1,-4,5,1,0
C[C@H]1CN([C@@H](C)CO)C(=O)Cc2cc(NS(=O)(=O)c3ccc(F)cc3)ccc2O[C@H]1CN(C)S(=O)(=O)c1cn(C)cn1,-4,-13,6,-0.4,-7,9,1,2
O=C(NCC1CCCO1)C(c1cccnc1)N(C(=O)Cc1cccs1)c1cccnc1 (stereo not drawn),2,-16,8,nt,nt,nt,-8,nt
O=C(NCC1CCCO1)c1ccc(CS(=O)(=O)c2ccc(Br)cc2)o1 (stereo not drawn),1,-7,10,0.2,nt,-4,31,nt
C/C=C/c1cnc2c(c1)C(=O)N([C@H](C)CO)C[C@H](C)[C@H](CN(C)S(=O)(=O)c1ccccc1F)O2,50,7,-6,-0.3,1,6,18,8
Cc1cccc(NC(=O)C2CCN(S(=O)(=O)c3c(C)nn(C)c3C)CC2)n1,1,0,3,0.1,nt,-3,15,-4
C[C@@H]1CN([C@@H](C)CO)C(=O)Cc2cc(NC(=O)Nc3ccc4c(c3)OCO4)ccc2O[C@H]1CN(C)S(=O)(=O)c1ccc(F)cc1,nt,-1,1,-1.1,7,-2,11,1

# Three entries out of the list, sorted by molar mass, smallest number first.
smiles,Cneo AK release,C2C12 statin,PGC1a acetyl inh,Xi reactivation,SIRT5 block,S100A4 inh HTS,LGR2 inh,ERAP1 inh
CC1(C)CC2CC(C)(CN2C(=S)NC(=O)c2ccccc2Cl)C1 (stereo not drawn),3,2,-3,0.1,-2,-2,8,-1
COc1ccc(CNC(=O)C2CCCN(S(=O)(=O)c3cnc[nH]3)C2)cc1 (stereo not drawn),2,1,-16,0.0,nt,-5,-6,nt
Cc1cccc(NC(=O)C2CCN(S(=O)(=O)c3c(C)nn(C)c3C)CC2)n1,1,0,3,0.1,nt,-3,15,-4

# Next records.
smiles,Cneo AK release,C2C12 statin,PGC1a acetyl inh,Xi reactivation,SIRT5 block,S100A4 inh HTS,LGR2 inh,ERAP1 inh
C[C@@H]1CN([C@@H](C)CO)S(=O)(=O)c2ccc(Br)cc2O[C@@H]1CN(C)C(=O)C1CC1,4&54&-2,0&7&17,8&-12&-27,0.2&-0.1,-2&-2&-1,0&10&1,11&21,-1&-3
CCOc1ccc(NS(=O)(=O)c2ccc(C(=O)NCC(C)(C)N3CCOCC3)cc2)cc1,2,-3,-9,-0.1,3,4,23,-2
N#Cc1ccc(-c2ccc([C@@H]3[C@@H](CO)N4C(=O)CN(C(=O)C5CC5)C[C@@H]34)cc2)cc1,nt,nt,0,0.0,0,10,0,-3
O=C(Cc1c(F)cccc1Cl)NCC(=O)OCc1ccccc1,nt,nt,nt,-0.2,-3,9,-12,3
CC(=O)Nc1cccc(/C(C)=N/NC(=O)c2cc(-c3ccncc3)nc3ccccc23)c1,-3,-9,6,nt,1,1,-15,nt
O=C(NCc1ccccc1)C(c1c(F)cccc1Cl)N(C(=O)c1csnn1)C1CC1 (stereo not drawn),3,10,7,0.5,-2,-4,-1,6
C#CCN1C(=O)[C@]2(OCCC=C[C@H]2C)c2cc(OC)ccc21,nt,nt,nt,0.4,4,2,-3,-1
COc1ccc(S(=O)(=O)N(C)C[C@@H]2Oc3ccc(NC(=O)C4CCCCC4)cc3CC(=O)N([C@H](C)CO)C[C@H]2C)cc1,3,-10,9,0.1,3,1,-21,0
CCN1CCN(C(=O)C2CCN(c3nnc(-n4c(C)ccc4C)s3)CC2)CC1,0,13,-13,0.2,nt,-7,0,nt
COc1ccc2nc(N3CCN(C(=O)c4ccc([N+](=O)[O-])o4)CC3)sc2c1,nt,73*,nt,-0.1,-2,5,0,-8
C[C@H]1CN([C@@H](C)CO)C(=O)Cc2cc(NS(C)(=O)=O)ccc2O[C@H]1CN(C)Cc1ccc(-c2ccccc2)cc1,-4,-14,-8,0.2,4,-11,2,3
O=C(N[C@H]1C=C[C@@H](CC(=O)N2CCOCC2)O[C@H]1CO)c1ccccn1,-2,4,0,0.7,-1,-3,1,0
O=S(=O)(c1ccc(Br)cc1)N1CCCN(Cc2ccccc2F)CC1,-5,nt,-1,-0.1,nt,nt,1,nt
COc1ccc(S(=O)(=O)N2CCOCC2)cc1NC(=O)CN1C(=O)NC2(CCC(C)CC2)C1=O (stereo not drawn),1,14,1,-0.1,nt,-2,13,-2
COc1ccc(O)c(CN2CCCC(N3CCN(c4ccc(F)cc4)CC3)C2)c1 (stereo not drawn),0,0,-14,0.2,-8,0,14,2
O=C(CNC(=S)N(Cc1ccccc1)Cc1ccccc1F)NCc1ccc(Cl)cc1,nt,nt,-2,0.2,-1,2,12,4
COc1ccc(S(=O)(=O)N(C)C[C@@H]2OCCCC[C@@H](C)Oc3ccc(NC(=O)C4CCCCC4)cc3C(=O)N([C@H](C)CO)C[C@H]2C)cc1,51,nt,-12,-0.1,-1,-3,6,-2

# Not all compounds are listed (hit frequency here may not be typical).
